TDP1 cell CPT = growth inhibition of DT40 Tdp1-/-;hTDP1 cells with camptothecin (screen for TDP1 inhibitors); chicken DT40 Tdp1-/-;hTDP1 cells + 20 nM CPT, ATP luminescence, 48 h; Potency, µM (doses to about 46.2 µM), for the others: at the highest dose activity change, negative = growth inhibition, usual class: inhibitors; 420,000 tested, 12% active; note: nearly all actives have a fitted effect of over 55% in size
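Cell growth measured by CellTiter-Glo luminescence after a minimum 48 h, 37 C compound exposure with 20 nM CPT in Tdp1-knockout DT40 cells stably expressing hTDP1, seeded 400/well; qHTS titration format.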
GCN5L2 inh = blocks human GCN5L2 histone acetyltransferase; 390,000 tested, 0.21% active; GCN5L2 HAT assay, ThioGlo1 CoA-SH fluorescence; Q92830; AID 504327; Potency, µM (titrated, usually from 58.9 µM), without a hit: at the highest dose activity change, negative = inhibition, usual class: inhibitors
Target sequence (Q92830 whole entry, looked up): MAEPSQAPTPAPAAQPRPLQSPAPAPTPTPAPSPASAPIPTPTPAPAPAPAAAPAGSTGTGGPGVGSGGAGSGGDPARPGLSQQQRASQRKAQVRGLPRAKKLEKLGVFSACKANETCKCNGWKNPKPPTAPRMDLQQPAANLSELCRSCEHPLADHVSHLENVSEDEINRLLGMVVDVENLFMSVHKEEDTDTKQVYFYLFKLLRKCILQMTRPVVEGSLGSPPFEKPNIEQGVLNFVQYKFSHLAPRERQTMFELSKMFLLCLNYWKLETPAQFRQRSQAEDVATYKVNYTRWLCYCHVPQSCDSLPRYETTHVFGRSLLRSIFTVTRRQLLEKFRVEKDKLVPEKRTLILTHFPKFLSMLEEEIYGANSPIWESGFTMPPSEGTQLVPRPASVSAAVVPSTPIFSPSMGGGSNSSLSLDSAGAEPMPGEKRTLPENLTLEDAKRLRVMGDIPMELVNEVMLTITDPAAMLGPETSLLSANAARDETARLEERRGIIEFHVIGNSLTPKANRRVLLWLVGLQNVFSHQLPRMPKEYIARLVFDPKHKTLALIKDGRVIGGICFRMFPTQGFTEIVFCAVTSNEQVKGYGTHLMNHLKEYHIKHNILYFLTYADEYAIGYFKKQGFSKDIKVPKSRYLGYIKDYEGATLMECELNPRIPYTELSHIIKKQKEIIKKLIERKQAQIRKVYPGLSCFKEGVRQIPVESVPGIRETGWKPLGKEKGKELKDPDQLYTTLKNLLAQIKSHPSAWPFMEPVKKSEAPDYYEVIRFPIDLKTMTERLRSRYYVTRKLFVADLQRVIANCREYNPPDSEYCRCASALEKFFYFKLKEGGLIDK
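Enzyme at 20nM final was mixed with library compounds for 15 min at room temperature. Peptide H3(1-25) at 75uM, acetyl-CoA at 70uM and ThioGlo1 at 50uM were then added. Plates were read immediately and after 20 min (Ex340nm/Em540nm).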
FEN1 inhibitor = blocks human flap endonuclease 1; P39748; Recombinant FEN1 flap cleavage, fluorescence, 15 min; Potency, µM (top dose mostly 114 µM), for the others: top-dose activity change, negative = inhibition, hits mostly inhibitors; 390,000 tested, 0.35% active; note: nearly all actives have a fitted effect of over 65% in size
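Compounds are tested as a concentration series against 10 nM FEN1; after a 15 min room-temperature preincubation, 50 nM substrate starts cleavage, with plate reads at 0 and 15 min. Normalized responses are fitted by a Hill equation.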
Active calls of the source: *; u = inconclusive; x = not tested or not shown; & = joins results of further samples; [ ] = another dose, or the depositor's remark. Calls come from the whole dose curve; as a rule, active = well fitted curve in the direction sought with a large enough effect; inconclusive = small, poorly fitted or top-dose-only effect, or another doubt; inactive = no such curve, though single readings can be large; an effect the other way counts as inactive or inconclusive. % is set by controls: 0 for no effect and ±100 for the full control effect; potency is the fitted concentration of half-maximal effect.

SMILES | TDP1 cell CPT | GCN5L2 inh | FEN1 inhibitor
O=C(COC(=O)c1cc([N+](=O)[O-])ccc1N1CCOCC1)Nc1cc(F)ccc1F | -25% | -15% | -13%
CC[C@]12c3[nH]c4cc(-c5ccco5)ccc4c3CCN1C(=O)[C@@H](CC(=O)NCc1ccc(OC)c(OC)c1)C[C@@H]2C(=O)N1CCN(C(=O)C2CC2)CC1 | u | -4% | 5%
O=C(Nc1ccccc1F)N(CCCN1CCOCC1)Cc1cc2cc3c(cc2[nH]c1=O)OCCO3 | 16µM* | -4% | -2%
O=C1C(NS(=O)(=O)c2ccc(Br)cc2)=C(N2CCCCC2)C(=O)c2ccccc21 | u | -11% | u
Cc1cccc2nc(-c3cccc(NC(=O)c4ccc(Cl)cc4)c3)cn12 | 21µM* | -5% | u
CCn1nc(C)c(CN2CCC(n3nccc3NC(=O)c3ccccc3OC)CC2)c1C | -24% | -30% | 1%
Cc1nn(-c2ccc(C(=O)O)cc2)c(C)c1Oc1ccccc1O | -10% | 0% | -1%
NC(=O)CSc1nnc(NC(=O)c2ccc(S(=O)(=O)N3CCOCC3)cc2)s1 | -3% | -11% | -15%
CCOC(=O)c1cccc(NC(=O)Nc2ccc3c(c2)C(=O)OC3)c1 | 24% | -5% | -5%
O=C(COc1ccc(Cl)cc1)NCC(c1ccco1)S(=O)(=O)c1ccc(F)cc1 (configuration not stated) | u | 0% | -13%

Rewritten with two lines to a compound: entries from further up.
Each structure is followed by: TDP1 cell CPT | GCN5L2 inh | FEN1 inhibitor
CCn1nc(C)c(CN2CCC(n3nccc3NC(=O)c3ccccc3OC)CC2)c1C
→ -24% | -30% | 1%
O=C(Nc1ccccc1F)N(CCCN1CCOCC1)Cc1cc2cc3c(cc2[nH]c1=O)OCCO3
→ 16µM* | -4% | -2%

An excerpt from further up, for reference:
SMILES | TDP1 cell CPT | GCN5L2 inh | FEN1 inhibitor
O=C(COC(=O)c1cc([N+](=O)[O-])ccc1N1CCOCC1)Nc1cc(F)ccc1F | -25% | -15% | -13%
CC[C@]12c3[nH]c4cc(-c5ccco5)ccc4c3CCN1C(=O)[C@@H](CC(=O)NCc1ccc(OC)c(OC)c1)C[C@@H]2C(=O)N1CCN(C(=O)C2CC2)CC1 | u | -4% | 5%
O=C(Nc1ccccc1F)N(CCCN1CCOCC1)Cc1cc2cc3c(cc2[nH]c1=O)OCCO3 | 16µM* | -4% | -2%
O=C1C(NS(=O)(=O)c2ccc(Br)cc2)=C(N2CCCCC2)C(=O)c2ccccc21 | u | -11% | u
Cc1cccc2nc(-c3cccc(NC(=O)c4ccc(Cl)cc4)c3)cn12 | 21µM* | -5% | u

Next results.
SMILES | TDP1 cell CPT | GCN5L2 inh | FEN1 inhibitor
COc1ccc(C(=O)/C=C/c2ccc(N3CCCCC3)c([N+](=O)[O-])c2)cc1 | u | -3% | -12%
Oc1ccccc1C=NN=CC=Cc1ccccc1 | u | x | 16%
CCC(CO)Oc1cc(NC(=O)c2ccccc2Cl)c2ncn(C(C)C)c2c1 (configuration not stated) | -22% | u | -20%
COc1ccc(NC(=O)C2CSC(C)(C)N2C=O)cc1 (configuration not stated) | 1% | -6% | -3%
O=[N+]([O-])c1cccc(OCC(O)CN2CCN(S(=O)(=O)c3cc(Cl)ccc3Cl)CC2)c1 (configuration not stated) | -25% | -9% | -20%
CCOCCCNc1nc2c(C)cccn2c(=O)c1/C=C1\SC(=S)N(C(C)CC)C1=O (configuration not stated) | u | -2% | -16%
CCN(CC)C(=O)c1ccc(S(=O)(=O)NCc2cccnc2)cc1 | u | -3%[0.501 µM] | -5%
N#Cc1ccccc1COC(=O)c1cccnc1N | -29% | -7% | 1%
CC(=O)c1cccc(NS(=O)(=O)c2cc(-c3onc(C)c3C)ccc2C)c1 | u | 22% | 6%
NC1=NC(=Nc2ccccc2)c2ccccc21 | u | -9% | 4%
O=C(Cc1ccc(Cl)cc1)Nc1ccc2oc(-c3ccc(F)cc3)nc2c1 | u | 3% | -12%
C=C(C)C(=O)OCC(O)COc1ccc(C(C)(C)c2ccc(OCC(O)COC(=O)C(=C)C)cc2)cc1 (configuration not stated) | 16µM* | -8% | 0%
c1ccc(-c2ccc(-c3nc(-c4ccncc4)no3)cc2)cc1 | u | -2% | 4%
CCCCN(CCCC)CCNC(=O)Cn1nc(C)n2c(cc3sccc32)c1=O | u | -8% | -5%
O=[N+]([O-])c1ccc(NS(=O)(=O)N2CCOCC2)cc1 | 3% | -10% | -6%
CCN(c1ccc2c(c1)OCO2)S(=O)(=O)c1cc(Br)cc2c1N(C(=O)C1CC1)CC2 | u | -21% | -4%
CCCCOc1ccc(CON(C(C)=O)C(C)=O)cc1Cl | -14% | -2% | 10%
C[N+]1(CC(=O)c2ccccc2)CCc2ccccc2C1 (configuration not stated) | u | x | 19%
Cc1ccc(S(=O)(=O)N(CC(=O)N2CCCCCC2)c2ccccc2F)cc1 | u | -1% | -1%
O=C(CC1SC(N2CCCCC2)=NC1=O)Nc1cccc(C(=O)Nc2ncccc2O)c1 (configuration not stated) | u | -21% | 1%

3 structures already listed, sorted by SMILES length, lowest first.
SMILES | TDP1 cell CPT | GCN5L2 inh | FEN1 inhibitor
CCCCOc1ccc(CON(C(C)=O)C(C)=O)cc1Cl | -14% | -2% | 10%
O=[N+]([O-])c1ccc(NS(=O)(=O)N2CCOCC2)cc1 | 3% | -10% | -6%
CCN(c1ccc2c(c1)OCO2)S(=O)(=O)c1cc(Br)cc2c1N(C(=O)C1CC1)CC2 | u | -21% | -4%

More structures.
SMILES | TDP1 cell CPT | GCN5L2 inh | FEN1 inhibitor
Cc1cc(NC(=O)COC(=O)C2CCC(=O)N2)c([N+](=O)[O-])cc1C (configuration not stated) | -4% | -7% | -3%
O=C(CSCCO)Nc1ccc(C2CCCCC2)cc1 | -1% | 2% | -11%
COc1ccccc1-c1nc(N(C)C)c2ccccc2n1 | u | -8% | x
Cc1cc(NC(=O)c2sc(Nc3ccc(F)c(Cl)c3)nc2N)no1 | -40% | -1% | -8%
CCOC(=O)CCC(NC(=O)c1ccc(CNc2nc3cc(C(F)(F)F)ccc3nc2C(=O)OCC)cc1)C(=O)OCC (configuration not stated) | -2% | x | -4%
O=S(=O)(c1ccccc1Cl)N1CCC(Cc2ccccc2)CC1 | -16% | -13% | -13%
Nc1ncnc2c1[nH]c(=O)n2C1CC(O)C(CO)O1 (configuration not stated) | 8% | 5% | x
O=C(/C=C/c1ccccc1Cl)c1ccc(O)cc1 | 16µM* | -1% | 3%
CCOc1ccc(NC(=O)Cn2nnc(C(=O)NCCc3ccccc3)c2N)cc1 | 5% | -2% | 4%
CC1CCN(C(=O)c2ccc(CNc3c(N4CCCC4)c(=O)c3=O)cc2)CC1 | -22% | -16% | -5%
COCCCNc1nc2c(-c3ccc(Cl)cc3)nnn2c2ccccc12 | 4% | 2% | 0%
CCOc1ccc(CNC(=O)C2CCN(S(=O)(=O)c3ccc4c(c3)CCCC(=O)N4)CC2)cc1 | -20% | -1% | -16%
O=C(CCN1CCc2ccccc2C1)Nc1cccc(F)c1 | -1% | -2% | -18%
Cc1ccc(C)c(NC(=O)C2CCCN2S(=O)(=O)c2ccc3c(c2)n(C)c(=O)c(=O)n3C)c1 (configuration not stated) | -9%&10% | -2%&-1% | -4%&1%
COc1ccc(NS(=O)(=O)c2ccc(C)c(C(=O)N3CCCCCCC3)c2)cc1 | u | -1% | 2%
COC(=O)/C=C1/N/C(=N\c2nc(C)cc(C)n2)N(c2ccc(C)c(C)c2)C1=O | u | 3% | 2%
COc1cccc(Nc2nc(N)nc(CCl)n2)c1 | 13µM* | -3% | -4%
CCOc1ccccc1-n1c(C)cc(C=O)c1C | 2% | 18% | 5%
CC(C)(C)CN1CCNC[C@H]1Cc1ccc(O)cc1 | u | -4% | -6%
CN(CCc1cnn(C)c1)Cc1cn[nH]c1-c1ccc(-c2ccccc2)cc1 | -19% | -3% | 10%
Cc1cccc(CS(=O)(=O)c2ncc(Cl)c(C(=O)Nc3nnc(C(C)C)s3)n2)c1 | 4.6µM* | 0%&-8% | 2%&-6%
COc1ccc(Cc2nnc(SCC(=O)Nc3ccc(C)cc3)n(N)c2=O)cc1 | -2% | 0% | -9%
Cc1cccc(N2CCN(c3ccc(C(=O)O)cc3NC(=O)c3ccccc3F)CC2C)c1 (configuration not stated) | 23µM* | 3% | 4%
COc1ccccc1/C=C/CN1CCC(Oc2cc(C(=O)NC3CC3)ccc2OC)CC1 | u | -10% | -5%
O=C(Cn1c(NCCO)nc2ccccc21)NCCc1ccc(F)cc1 | 7% | 21% | -3%
N#C/C(=C/c1ccccc1[N+](=O)[O-])c1nnc2n1CCCCC2 | 12% | -6% | 0%
COc1ccc(Br)cc1CNC(=O)C1CCCN(c2nc3ccccc3o2)C1 (configuration not stated) | -21% | 1% | -9%
CCc1ccc(NC(=O)CCC(=O)c2ccccc2)cc1 | -13% | -4% | 17%
NC(N)=NS(=O)(=O)c1ccc(N=C2C(=O)Nc3ccccc32)cc1 | -8% | -19% | -14%
COC(=O)c1cc(NC(=O)COC(=O)CCc2nc3ccccc3c(=O)[nH]2)cc(C(=O)OC)c1 | 8% | -7% | -6%
NC(=O)c1oc2ccccc2c1NC(=O)CS(=O)(=O)c1ccccc1 | -14% | -7% | 13%
COc1ccc(C2C(C#N)=C3NC(=O)c4c(sc5c4CCCCC5)N3C3=C2C(=O)CC(C)(C)C3)cc1 (configuration not stated) | 16µM* | -6% | -17%
COc1cc(/C=N/n2cnnc2)ccc1OCCSc1ccc(C)cc1 | u | -9% | -5%
O=C(Nc1ccc(F)cc1)NC1CCCCC1 | -9% | 1% | -6%
CC[C@H](C)[C@H](NC(N)=O)C(=O)NCCc1ccc(OC)cc1 | 2% | -11% | -2%
COc1ccc(C(=O)CCC(=O)Nc2cccc(Cl)c2)cc1 | 11% | -2% | 4%
O=C(c1ccccc1)c1ccccc1NC(=O)C1CCCN1Cc1ccccc1 (configuration not stated) | u | -6% | -21%
CN1C(=O)NC(NC(=O)c2ccncc2)(C(F)(F)F)C1=O (configuration not stated) | -5% | -4% | 5%
Cc1cc(N2C(=O)C(O)=C(C(=O)c3ccco3)C2c2ccc([N+](=O)[O-])cc2)no1 (configuration not stated) | -6% | -11% | 0%
COc1ccc(C=C(NC(=O)c2ccccc2)C(=O)O)cc1OC | -4% | x | -1%
CC(=N\NC(=O)c1ccc([N+](=O)[O-])cc1)/C(=N/O)C(=O)Nc1ccccc1 | u | -1% | -1%
CCCCCCCCCCCCCCCCn1cc[n+](C)c1 | 0.46µM* | -4%&-5% | u
CN(C[C@H](Cc1ccccc1)N(C[C@@H](Cc1cccc2ccccc12)N(CCc1ccccc1)N=O)N=O)N=O | u | -4% | 9%
Cc1ccc(N2CC(C(=O)Nc3ccc4c(c3)OCCO4)CC2=O)cc1 (configuration not stated) | -8% | 5% | 7%
Nc1nc(NCc2cccc(Cl)c2)c2[nH]cnc2n1 | u | x | 10%&-1%
CCOc1ccc(CN2CCN(Cc3cnc(-c4ccccc4)s3)CC2CCO)cc1 (configuration not stated) | u | -1% | 14%
COc1ccc(C=NNC(=O)CCCC(=O)NN=Cc2ccc(OC)c(O)c2)cc1O | 11% | x | 2%

An excerpt of these results, with two lines to a compound.
Every second line gives: TDP1 cell CPT	GCN5L2 inh	FEN1 inhibitor
- CC(=N\NC(=O)c1ccc([N+](=O)[O-])cc1)/C(=N/O)C(=O)Nc1ccccc1
  u	-1%	-1%
- Nc1nc(NCc2cccc(Cl)c2)c2[nH]cnc2n1
  u	x	10%&-1%
- CCCCCCCCCCCCCCCCn1cc[n+](C)c1
  0.46µM*	-4%&-5%	u
- CCOc1ccc(CN2CCN(Cc3cnc(-c4ccccc4)s3)CC2CCO)cc1 (configuration not stated)
  u	-1%	14%

High-throughput results: PubChem BioAssay, National Center for Advancing Translational Sciences (NCATS)

Only part of the results is shown, so the mix of outcomes need not match the whole.
